S-ASM inh = blocks human secretory acid sphingomyelinase | 0.006% of 340,000 active | placental ASM, HMU-PC fluorogenic substrate, 60 min | P17405 | AID 504937 | Potency, µM (highest dose often 57.5 µM), for inactives: top-dose activity change, negative = inhibition, hits mostly inhibitors; note: potency is the fitted concentration of half-maximal effect
Target sequence (P17405 47-631 limits assumed): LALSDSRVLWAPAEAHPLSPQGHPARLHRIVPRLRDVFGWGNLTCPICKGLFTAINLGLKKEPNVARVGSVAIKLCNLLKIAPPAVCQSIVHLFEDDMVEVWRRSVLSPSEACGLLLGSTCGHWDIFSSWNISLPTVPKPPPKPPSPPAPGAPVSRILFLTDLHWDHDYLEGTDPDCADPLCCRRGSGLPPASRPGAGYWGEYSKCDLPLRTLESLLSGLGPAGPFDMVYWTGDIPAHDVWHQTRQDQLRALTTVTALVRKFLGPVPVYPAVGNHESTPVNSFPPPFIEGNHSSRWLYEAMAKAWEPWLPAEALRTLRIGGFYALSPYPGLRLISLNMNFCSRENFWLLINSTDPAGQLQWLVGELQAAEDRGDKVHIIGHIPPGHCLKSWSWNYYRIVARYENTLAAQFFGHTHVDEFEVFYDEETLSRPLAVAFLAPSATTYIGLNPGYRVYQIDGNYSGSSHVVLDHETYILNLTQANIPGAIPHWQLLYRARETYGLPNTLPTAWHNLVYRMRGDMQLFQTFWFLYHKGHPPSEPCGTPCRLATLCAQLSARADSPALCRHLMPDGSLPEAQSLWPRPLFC
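Human placenta-derived ASM preincubated with compound 10 min at room temperature, then reacted with 9 uM (final) fluorogenic HMU-PC substrate for 60 min at 37 C. Stop solution raises pH to 10; fluorescence read at Ex 386/Em 447 nm.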
KCNH2 3.1 inh = inhibitors of human KCNH2 3.1 potassium channel isoform; activity change, % (tested at about 1.8 µM); AID 720553; U2OS KCNH2 3.1, thallium flux FluxOr; active compounds read low; 0.95% of 340,000 active;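 active = maximum activity change below -70%; inconclusive = maximum activity change from -70% to -50%; inactive = maximum activity change above -50%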;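 note: thallium influx rate constant from kinetic fluorescence after stimulation buffer; % is set by controls: 0 for no effect and ±100 for the full control effect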
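Normalized rate constant (relative to positive and negative DMSO controls) derived from a 2 min kinetic fluorescence read after stimulation; U2OS cells expressing the 3.1 isoform via virus at 1.77 x 10^8 /mL.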
GALK inh = blocks human galactokinase activity; Potency, µM (highest dose often 57.5 µM), without a hit: at the top dose activity change, negative = inhibition, hits mostly inhibitors; Purified GALK, Kinase-Glo residual ATP luminescence; 0.007% of 270,000 active; note: potency is the fitted concentration of half-maximal effect; % is set by controls: 0 for no effect and ±100 for the full control effect
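Galactose (100 uM) and ATP (35 uM) were turned over by 5 nM GALK for 1 h at RT. Kinase-Glo Plus then converted the remaining ATP into a luminescent signal.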
MBNL1 CUG block = blocks human MBNL1 binding to CUG repeat RNA; Potency, µM (highest dose often 57.5 µM), for the others: top-dose activity change, negative = inhibition, actives largely listed as inhibitors; Q9NR56; 0.036% of 280,000 active; AID 2675; TR-FRET MBNL1-His/biotin-(CUG)12 binding, 665/545 ratio; active = well fitted inhibition curve with a large enough effect in the signal ratio, with a control signal flat, not every such curve was filed as active; inconclusive = small, poorly fitted or top-dose-only effect, or effect the other way, or a change in a side signal; inactive = no such curve, though single readings can be large or run the other way; the % refers to the signal ratio; note: potency is the fitted concentration of half-maximal effect; % is set by controls: 0 for no effect and ±100 for the full control effect
Target sequence (Q9NR56 whole entry, looked up): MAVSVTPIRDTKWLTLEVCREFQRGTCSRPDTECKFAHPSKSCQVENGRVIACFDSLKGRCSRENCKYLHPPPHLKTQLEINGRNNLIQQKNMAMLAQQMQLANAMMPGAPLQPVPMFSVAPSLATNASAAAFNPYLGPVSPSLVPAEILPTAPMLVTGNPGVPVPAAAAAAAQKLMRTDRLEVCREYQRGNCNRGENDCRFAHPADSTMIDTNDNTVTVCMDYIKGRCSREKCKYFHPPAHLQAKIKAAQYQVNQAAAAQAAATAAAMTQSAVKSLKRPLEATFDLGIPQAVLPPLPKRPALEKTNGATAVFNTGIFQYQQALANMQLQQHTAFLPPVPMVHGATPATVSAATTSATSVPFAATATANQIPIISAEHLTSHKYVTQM
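Ratiometric TR-FRET (665 over 545 nm, excitation 340 nm) tracks disruption of MBNL1-His/biotin-(CUG)12 complex after 60 min at room temperature, with compounds at 92 nM to 58 uM final.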
CXXC DNA block = blocks binding of human MLL CXXC domain to DNA. Q03164. MLL-CXXC / FITC-HOXA9 DNA fluorescence polarization. Potency, µM (titrated, usually from 115 µM), without a hit: at the highest dose activity change, negative = inhibition, most hits filed as inhibitors. 0.037% of 290,000 active. AID 2662; active = well fitted inhibition curve with a large enough effect in the polarisation, with a control signal flat, not every such curve was filed as active; inconclusive = small, poorly fitted or top-dose-only effect, or effect the other way, or a change in a side signal; inactive = no such curve, though single readings can be large or run the other way; the % refers to the polarisation; note: potency is the fitted concentration of half-maximal effect
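Fluorescence polarization: 7 uM MLL-CXXC (stock) preincubated 5 min with compounds, then 50 nM fluorescein-HOX-A9 DNA (stock) added; 30 min ambient. Buffer 50 mM Tris-HCl pH 7.5, 50 mM NaCl, 1 mM DTT, 0.05% BSA.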
AT treatment = potential ataxia-telangiectasia treatments restoring KAP-1 phosphorylation | 0.19% of 320,000 active | […] A-T fibroblasts, KAP-1 phosphorylation AlphaLISA; neocarzinostatin DNA damage 30 min before lysis | Potency, µM (top dose mostly 57.5 µM), for the others: top-dose activation, usual class: activators | AID 485349; note: potency is the fitted concentration of half-maximal effect; % of control where 0% means no effect; nearly all actives have a fitted effect of over 45% in size
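ATM-like activity read as KAP-1 phosphorylation via AlphaLISA donor/acceptor antibody pairs after lysis and 6 hr at 25C. Cells were ATM-null patient fibroblasts ([…], hTERT), dosed 60 min, then exposed to the DSB inducer NCS for 30 min.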
TRPV1 ag = agonists of human vanilloid receptor 1 (TRPV1); Q8NER1; TRPV1-expressing cells, Fluo-8 calcium influx, agonist mode; activation, % at 8.33 µM; 0.19% of 320,000 active; AID 540275; in the data active = activation above about 80%; inconclusive = between about 30% and that limit; note: 0% is about no effect
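Fluo-8 calcium influx in TRPV1-expressing cells, kinetic read (ex 480/em 520 nm). Compound added and read 3 min for agonist activity, followed by capsaicin at EC20 final and 2 min further read for enhancement.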
Coupling enz = inhibits coupling enzyme system, counter-screen for aldolase hits; activity change, negative = inhibition, % at 58.2 µM, hits read low; coupling enzyme system counterscreen, AmpLite Red fluorescence; 0.67% of 290,000 active; AID 2472; in the data active = activity change below about -30%; note: % is set by controls: 0 for no effect and ±100 for the full control effect
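Activity here indicates interference with the coupling reaction, not aldolase inhibition. Compounds at 57.5 uM final met coupling enzymes for 10 min at RT; substrate and AmpLite Red detection followed, with a 525/598 nm fluorescence read after 20 min.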
Integrin act MD = activates integrin-mediated alleviation for muscular dystrophy; alpha7betagal myoblasts, beta-gal FDG fluorescence, 48 h; Potency, µM (titrated, usually from 38.3 µM), inactives show at the top dose activation, hits mostly activators; 0.064% of 350,000 active; AID 624291;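 note: potency is the fitted concentration of half-maximal effect; 100% = response of the positive control SU9516; nearly all actives have a fitted effect of over 60% in size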
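alpha7betagal+/- myoblasts (passage 13, 250/well) treated 48 h at 37C with compounds at 1:260 dilution of DMSO stock. Lysed, then beta-galactosidase activity read as FDG fluorescence (ex 480/em 540) after 30 min, with pre-read for autofluorescence.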
KCNH2 WT inh = blocks the wildtype human KCNH2 potassium channel | Q12809 | U2OS, BacMam KCNH2, thallium flux FluxOr; active compounds read low | activity change, % at 1.84 µM | 0.37% of 340,000 active | AID 720551;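 active = maximum activity change below -70%; inconclusive = maximum activity change between -70% and -50%; inactive = maximum activity change above -50%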; note: % is set by controls: 0 for no effect and ±100 for the full control effect
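U2OS cells transduced with wild-type KCNH2 virus are loaded with FluxOr dye for 45 min, and thallium flux is measured in kinetic reads before and after stimulation buffer. Rate constants are normalized to DMSO controls.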
* marks the source's active call; other numbers are inactive results; ? = inconclusive; . = no result given; [ ] = dose if it differs, or a comment. Unless noted, calls come from the whole dose curve; as a rule, active = well fitted curve in the direction sought with a large enough effect; inconclusive = small, poorly fitted or top-dose-only effect, or another doubt; inactive = no such curve, though single readings can be large; an effect the other way counts as inactive or inconclusive.

SMILES	S-ASM inh	KCNH2 3.1 inh	GALK inh	MBNL1 CUG block	CXXC DNA block	AT treatment	TRPV1 ag	Coupling enz	Integrin act MD	KCNH2 WT inh
O=C(CN1C(=O)CSC1=O)N1CCCCC1	0%	-15	0%	-11%	9%	5%	-2	2	1%	-11
COC(=O)Cc1ccc2oc(-c3cccnc3)nc2c1	-2%	-17	2%	-2%	3%	-1%	2	-1	21%	1
O=C(NO)c1cc(OCC(F)(F)F)ccc1OCC(F)(F)F	-8%	1	-4%	4%	-1%	-7%	.	3	-4%	2
Cc1cc(C(=O)COC(=O)c2ccncc2)c(C)n1Cc1ccco1	1%	-16	11%	.	5%	-5%	29	4	-21%	-7
C[C@H](CO)N1C[C@H](C)[C@@H](CN(C)S(=O)(=O)c2ccccc2)Oc2ccc(NC(=O)Nc3ccc4c(c3)OCO4)cc2C1=O	-7%	8	.	.	.	1%	.	.	33%	6
CN1CCN(C(=O)CSc2nc(-c3cccs3)cc(-c3cccs3)c2C#N)CC1	91%[activator]	3	-1%	?	-1%	2%	7	-2	-30%	0
OCCNC1=NCCN1	0%	.	2%	4%	-4%	4%	0	1	-7%	-3
COc1ccc(CN(Cc2cc3cc(C)ccc3[nH]c2=O)C(=O)N(C)C)cc1	-1%	-11	-2%	11%	-5%	0%	6	2	-1%	3
O=C(CN1CCN(C(=O)c2ccco2)CC1)Nc1ccc2c(c1)OCO2	-1%	1	.	.	.	.	.	.	-12%	-5
Cc1ccc(C)c(NC(=O)CSc2nnc(Cc3cccn3C)n2-c2ccc(F)cc2)c1	1%	3	-3%	-3%	4%	-6%	1	1	0%	3
CN(C)/C=C/C(=O)c1nn(-c2ccc(F)cc2)ccc1=O	-2%	9	-2%	.	12%	-2%	.	2	?	-15
CS(=O)(=O)Cc1ccc(C(=O)NCC2(N3CCCCC3)CCCCC2)cc1	-1%	18	3%	-6%	-2%	-1%	-1	0	21%	25
CN(C)C(=O)C1(c2ccccc2)CCN(S(=O)(=O)c2ccccc2)CC1	-1%	-2	-3%	1%	-5%	0%	4	1	-8%	0
O=C(COC(=O)C1CCC(=O)N1)Nc1ccc(Cl)cc1Cl (configuration not stated)	-4%	14	2%	5%	-2%	3%	-3	0	-4%	6
Cc1cccc(-n2ncc3c(NCCCO)ncnc32)c1	-2%	4	2%	1%	-2%	5%	9	-1	17%	33
CO/N=C\C(=N\Nc1ccc(OC)cc1)C(=O)c1ccccc1	-21%	-7	0%	7%	1%	.	20	-2	-17%	-11
CC1(C)Cc2c(c(-c3ccco3)nc3sc4c(NCCN5CCOCC5)ncnc4c23)CO1	82%[activator]	10	0%	21%	4%	-2%	0	-1	-63%[inhibitor]	12
COc1cc(C2NC(=S)NC(c3ccccc3)=C2C(C)=O)ccc1O (configuration not stated)	2%	3	-2%	-7%	-1%	1%	-3	0	-20%	.
CCn1ncc(Cl)c1C(=O)NC(=S)Nc1ccccc1Br	-9%	1	0%	0%	-5%	12%	20	.	-36%	14
CN(C)c1c([N+](=O)[O-])ncn1C	-7%	0	2%	0%	-2%	.	-1	3	-25%	5
O=C(CS(=O)(=O)c1ccc(F)cc1)NCCS(=O)(=O)c1ccccc1	4%	10	-2%	-5%	11%	1%	1	1	4%	2
CC1CCN(c2ccc(C(=O)O)cc2)CC1	3%	13	-1%	2%	-2%	-3%	5	7	17%	-8
CCCCNc1cccc2c1S(=O)(=O)N(CCCC)CC(COCc1ccccc1)O2 (configuration not stated)	-1%	-16	.	.	.	.	.	.	-14%	-3
C=CCOc1c(CNc2ncn[nH]2)cccc1OCC	3%	-7	0%	0%	-2%	.	1	5	15%	-2
Fc1ccccc1-n1cc(-c2ccccc2)[nH]c1=S	-3%	3	-1%	3%	0%	-7%	4	-1	10%	-5

The last four entries of the part above lead into the next:
SMILES	S-ASM inh	KCNH2 3.1 inh	GALK inh	MBNL1 CUG block	CXXC DNA block	AT treatment	TRPV1 ag	Coupling enz	Integrin act MD	KCNH2 WT inh
CC1CCN(c2ccc(C(=O)O)cc2)CC1	3%	13	-1%	2%	-2%	-3%	5	7	17%	-8
CCCCNc1cccc2c1S(=O)(=O)N(CCCC)CC(COCc1ccccc1)O2 (configuration not stated)	-1%	-16	.	.	.	.	.	.	-14%	-3
C=CCOc1c(CNc2ncn[nH]2)cccc1OCC	3%	-7	0%	0%	-2%	.	1	5	15%	-2
Fc1ccccc1-n1cc(-c2ccccc2)[nH]c1=S	-3%	3	-1%	3%	0%	-7%	4	-1	10%	-5
CNC(=S)NNC(=O)COc1cccc(C)c1C	0%	2	-1%	-6%	-7%	-4%	0	-1	-9%	6
O=C(CC1OC(=O)c2ccccc21)NCC1COc2ccccc2O1 (configuration not stated)	3%	4	.	.	.	0%	1	.	-16%	-14
COc1ccc(CCNC(=O)c2ccc(CNS(=O)(=O)c3ccccc3)cc2)cc1OC	1%	1	1%	-18%	2%	3%	-2	-3	5%	-4
Cc1ccc(NC(=O)CC2OC(=O)c3ccccc32)cc1S(=O)(=O)N1CCOCC1 (configuration not stated)	3%	-4	.	.	.	12%	1	.	20%	-18
O=C(c1cccc(C(=O)N2CCN(c3ccccc3F)CC2)n1)N1CCN(c2ccccc2F)CC1	-1%	3	-1%	-14%	-6%	2%	8	4	-3%	-10
Cc1ccc(NC2=CC(=O)CCC2)cc1C	8%	-9	2%	-6%	2%	3%	23	1	19%	-9
CCOC(=O)CSc1nc2cc(C(=O)N3CCCC3)ccc2c(=O)n1Cc1ccccc1	-5%	-6	1%	-5%	-8%	0%	1	-5	-15%	12
COc1cccc(/C=C2\SC(=S)N(CCCC(=O)Nc3ccc(C(=O)O)cc3)C2=O)c1	-5%	9	5%	?	7%	0%	1	.	0%	4
CC(=O)C[C@H](O)CC(=O)[C@H]1OC(=O)CCCCCCc2ccccc21	-4%	-14	.	.	.	-2%	.	.	5%	-10
CN(CC(=O)Nc1c(Cl)cccc1Cl)C(=O)CNC(=O)c1ccco1	1%	7	.	.	.	-6%	0	.	30%	-8
COc1ccc(NS(=O)(=O)c2cccc(C(=O)NNC(=O)c3cc(C)oc3C)c2)cc1	-2%	-1	-4%	.	-8%	7%	0	7	13%	-1
Cn1c(C(C(=O)NCC2CCCO2)N(CCc2ccccc2)C(=O)Cn2nnc3ccccc32)nc2ccccc21 (configuration not stated)	2%	-4	.	5%	12%	5%	4	1	26%	-1
CCC(C)N1CCN(S(=O)(=O)Cc2ccccc2)CC1 (configuration not stated)	0%	21	-1%	-1%	1%	1%	3	-2	-43%	1
COc1ccc(C2=NOC(Cn3nc(-c4ccccc4)cc3C(=O)O)C2)cc1 (configuration not stated)	-2%	.	.	.	.	1%	1	.	4%	.
CCCc1cc(=O)oc2cc3occ(C)c3cc12	117%[activator]	-11	-1%	23%	-15%	2%	16	1	-46%	-37
O=C(CN1C(=O)NC2(CCCc3ccccc32)C1=O)c1ccc(Br)cc1 (configuration not stated)	-1%	-6	.	.	.	0%	-2	.	1%	0
O=c1c2ccccc2nnn1CSc1nnc(C2COc3ccccc3O2)n1-c1ccccc1 (configuration not stated)	0%	-3	-2%	-3%	1%	2%	3	1	-13%	0
c1cnc(N2CCSCC2)nc1	-4%	10	4%	-8%	10%	6%	-2	0	10%	-3
CC(CN1CCN(C)CC1)OC(=O)c1cccc(Cl)c1 (configuration not stated)	3%	10	1%	-1%	2%	-10%	0	2	-20%	13
Cc1csc(NC(=O)CS(=O)(=O)c2ccccc2)n1	-1%	15	3%	-2%	-19%	-2%	2	-4	-19%	-10
O=C(c1ccc([N+](=O)[O-])cc1)N(Cc1ccc(Br)cc1)N1C(=O)CCCC1=O	-2%	?	1%	12%	-1%	.	-1	1	-2%	-84*
Cc1ccccc1N1C(=O)CC(Nc2ccc3c(c2)OCO3)C1=O (configuration not stated)	3%	14	0%	3%	11%	1%	-1	-9	?	2
Cc1cccc(C(=O)N(c2ccccn2)C(C)c2ccco2)c1 (configuration not stated)	4%	-13	-2%	-4%	-3%	0%	10	3	-7%	-12
COc1ccccc1N1C(=O)C2CC=CC(C)C2C1=O (configuration not stated)	3%	-3	1%	16%	-1%	4%	0	2	20%	-7
Cc1cc(NC(=O)c2cc(S(=O)(=O)N3CCCCC3)ccc2C)n(-c2ccccn2)n1	-10%	-11	5%	2%	-5%	-7%	8	1	-7%	7
Cc1cc(C)c(NS(=O)(=O)c2ccccc2)c(C)c1NS(=O)(=O)c1ccccc1	-8%	8	.	.	.	.	.	.	-21%	-5
CC(NC(=O)C1CCC1)c1ccc2c(c1)OCO2 (configuration not stated)	4%	8	0%	1%	5%	-1%	2	0	7%	-7

Screening results deposited in PubChem BioAssay by National Center for Advancing Translational Sciences (NCATS).
